MCF10A rerep: A quantitative high throughput screen for small molecules that induce DNA re-replication in MCF 10a normal breast cells. MCF 10A DNA re-replication, Hoechst nuclear intensity, 48 h. AID 624296, 2012. actives 2.9% (n = 350,000). Potency, µM (top dose mostly 46.1 µM), inactives show at the top dose activity, positive = re-replication, usual class: activators; further: potency means the concentration at half of the fitted maximal effect; % of control where 0% means no effect; nearly all actives have a fitted effect of over 50% in size
SW480 rereplic: A quantitative high throughput screen for small molecules that induce DNA re-replication in SW480 colon adenocarcinoma cells | SW480 DNA re-replication, Hoechst DNA content imaging, 48 h | Potency, µM (top dose mostly 46.1 µM), for the others: at the highest dose re-replication activation, most hits filed as activators | actives 1.8% (n = 340,000) | AID 624297, 2012; further: potency means the concentration at half of the fitted maximal effect; % of control where 0% means no effect; nearly all actives have a fitted effect of over 55% in size
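DNA re-replication was detected as more nuclei of elevated Hoechst intensity after 48 hr exposure to compound (23 nL pinned per well of 250 cells).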
KB-3-1 tox: qHTS assay for MDR1-selective chemotherapeutics: Primary screen using the parental adenocarcinoma cell KB-3-1 | KB-3-1 viability, CellTiter-Glo ATP luminescence, 72 h | Potency, µM (doses to about 46.1 µM), inactives show at the highest dose activity change, negative = cytotoxic, usual class: cytotoxic | actives 1.4% (n = 400,000); further: potency means the concentration at half of the fitted maximal effect; on the % scale 0 is the no-effect control and ±100 the full control effect; nearly all actives have a fitted effect of over 60% in size
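KB-3-1 cells, DMEM (no phenol red) + 10% FBS; compound by pin transfer, 72 h, 37 °C. Readout: CellTiter-Glo luminescence after 10 min. Data normalized, curve-fitted.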
HT1080-NT tox: qHTS for induction of synthetic lethality in tumor cells producing 2HG: qHTS for the HT-1080-NT fibrosarcoma cell line. HT-1080-NT fibrosarcoma viability, CellTiter-Glo ATP luminescence, 48 h. Potency, µM (top dose mostly 46.1 µM), for inactives: top-dose activity, negative = less viability, actives largely listed as cytotoxic. actives 1.6% (n = 360,000). AID 686970, 2013;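 further: NT is the 2HG producing partner of a matched IDH1 knockdown line; potency means the concentration at half of the fitted maximal effect; 0% = DMSO-treated cells and -100% = media-only wells without cells; nearly all actives have a fitted effect of over 55% in size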
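Compounds were tested in concentration-response format on HT-1080-NT cells for 48 hours at 37 degrees C. Cell viability came from CellTiter-Glo luminescence; curves were classified by r2, response magnitude and activity.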
IL1B secr inh: qHTS for Inhibitors of Inflammasome Signaling: IL-1-beta AlphaLISA Primary Screen. THP-1 LPS/ATP IL-1B secretion, AlphaLISA, 16 h; stronger effect = lower value. activity change, % at 57.5 µM. actives 4.7% (n = 360,000). AID 743279, 2014; in the data active means activity change below about -50%; inconclusive means mostly about -30% to -49%; further: on the % scale 0 is the no-effect control and ±100 the full control effect
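THP-1 cells pretreated 1 hr with compounds (up to 57.5 uM final), then stimulated with LPS (250 ng/mL final) plus ATP (1.25 mM final); secreted IL-1B measured by AlphaLISA after 16 hr, decreased signal indicating inhibition.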
KB-V1 cytotox: qHTS assay for MDR1-selective chemotherapeutics: Primary screen using the drug-selected MDR subline cells KB-V1. KB-V1 MDR cells viability, CellTiter-Glo, 72 h. Potency, µM (titrated, usually from 46.1 µM), for the others: top-dose activity change, negative = cytotoxicity, usual class: cytotoxic. actives 3.4% (n = 400,000). AID 1347076, 2019; further: potency means the concentration at half of the fitted maximal effect; on the % scale 0 is the no-effect control and ±100 the full control effect; nearly all actives have a fitted effect of over 60% in size
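Cells of the MDR subline KB-V1 are plated, dosed with compound at multiple concentrations, and incubated 72 h at 37 degrees C; CellTiter-Glo is then added and luminescence read after 10 min.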
ATXN viability: Viability Counterscreen for Primary qHTS for Inhibitors of ATXN expression; actives 0.49% (n = 400,000); S2 cells (HEK-293 line with an ATXN2-luciferase reporter) viability, CellTiter-Fluor protease fluorescence, 24 h; Potency, µM (highest dose often 56.7 µM), most hits filed as cytotoxic; further: potency means the concentration at half of the fitted maximal effect; nearly all actives have a fitted effect of over 40% in size
HT1080 IDH1KD tx: qHTS for induction of synthetic lethality in tumor cells producing 2HG: qHTS for the HT-1080-IDH1KD cell line. AID 686971, 2013. actives 2% (n = 360,000). HT-1080 IDH1 knockdown viability, ATP luminescence, 48 h. Potency, µM (top dose mostly 46.1 µM), for the others: at the top dose activity, negative = toxicity, actives largely listed as cytotoxic;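 further: potency means the concentration at half of the fitted maximal effect; 0% = DMSO wells and -100% = cell-free medium wells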
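After a 2 h attachment period, IDH1KD HT-1080 cells took pin-transferred compound for 48 h at 37 °C; ATP-based luminescence after 10 min room-temperature reagent incubation reported viability.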
ATXN2 expr inh: Primary qHTS for Inhibitors of ATXN expression; Potency, µM (titrated, usually from 57 µM), inactives show at the top dose activity change, negative = inhibition, actives largely listed as inhibitors; HEK-293 ATXN2-luciferase reporter, luminescence, 24 h; AID 1745845, 2022; actives 0.72% (n = 360,000); further: potency means the concentration at half of the fitted maximal effect; on the % scale 0 is the no-effect control and ±100 the full control effect; nearly all actives have a fitted effect of over 55% in size
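ATXN2-luciferase reporter cells (luciferase flanked by upstream and downstream ATXN2 gene portions) were treated 24 h at 37 °C with compounds at up to 57 uM. SteadyGlo luminescence gave expression; GF-AFC fluorescence gave viability.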
Starred values were filed as active, the others as inactive; i = inactive; ? = inconclusive; . = no result given; & = joins results of further samples; ! = not active in a repeat; [ ] = another dose, or the depositor's remark. Unless noted, the call rests on the fitted dose curve; in most records, active means well fitted curve in the direction sought with a large enough effect; inconclusive means small, poorly fitted or top-dose-only effect, or another doubt; inactive means no such curve, though single readings can be large; an effect the other way counts as inactive or inconclusive.

SMILES	MCF10A rerep	SW480 rereplic	KB-3-1 tox	HT1080-NT tox	IL1B secr inh	KB-V1 cytotox	ATXN viability	HT1080 IDH1KD tx	ATXN2 expr inh
Cc1ccccc1S(=O)(=O)NC(=NCc1ccc(F)cc1)c1ccccc1	6%	-1%	3%	0%	-14	-12%	i	3%	-5%
O=C(NCc1ccccn1)c1ccc2nc(C3CCCCC3)oc2c1	1%	?	-3%	2%	3	-11%	i	-1%	22%
Cc1nc2ccc(NC(=O)COc3ccccc3C)cc2s1	-1%	0%	26%	15%	-1	-13%	i	13%	11%[11.3 µM]
Cc1ccc(S(=O)(=O)N2CCC[C@H]2C(=O)OC(C)C(=O)Nc2ncc(Cl)cc2Cl)cc1 (stereo partly specified)	-2%	-6%	10%	4%	21	17%	i	-19%	4%
N#Cc1c(C(F)(F)F)cc(-c2cccs2)nc1SCC(=O)Nc1ccccc1F	.	.	-1%	.	.	13%	i	.	-3%
Brc1cc(Br)c2nc(-c3cccs3)ccc2c1	-2%	2%[9.22 µM]	-3%	-18%	40	0%	i	-1%	73%[activator]
Cc1ccc2[nH]c(C(=O)N3CCN(C=O)CC3)cc2c1	-2%	-4%	24%	0%	-15	?	i	0%	1%
Cc1cc(Cl)c2oc(C(=O)NCCN3CCOC3=O)c(C)c2c1	-1%	-26%	1%	-2%	-25	9%	i	-4%	7%
COc1ccc(CCNc2nc(-c3ccc(NC(C)=O)cc3)cs2)cc1OC	?	-2%	?	-13%	-17	?	i	-21%	-2%
O=C(NC(=O)N1CCCCC1)c1ccccc1	-2%	-3%	9%	4%	14	-6%	i	1%	-1%
CCN(CC(=O)Nc1cc(C)c(Cl)cc1OC)CC(=O)NC1CCS(=O)(=O)C1 (stereo unspecified)	-3%	2%	6%	1%	11	?	i	-3%	-5%
CC(C)(C)c1ccc(CC(=O)N2CCC2(C)C(=O)NS(=O)(=O)c2ccc(C#N)cc2)cc1 (stereo unspecified)	.	.	0%	2%	23	5%	i	4%	7%
O=c1[nH]nc(-c2ccccc2)cc1-c1ccccc1	0%	-10%	1%	0%	-28	-5%	i	1%	.
CC(=O)NC(Cc1c[nH]c2ccccc12)C(=O)N1CCN(S(=O)(=O)c2ccccc2)CC1 (stereo unspecified)	-3%	-5%	15%	5%	6	0%	i	3%	8%
CC1(C(=O)NS(=O)(=O)c2cccc(OC(F)F)c2)CCN1C(=O)Cc1cccs1 (stereo unspecified)	.	.	0%	16%	27	-9%	i	0%	20%
CCC(C)(C)NC(=O)C(c1ccc(O)cc1)N(Cc1ccco1)C(=O)CCC(=O)Nc1ccccn1 (stereo unspecified)	6%	8%	0%	-1%	-13	-10%	i	-15%	-21%
Cc1ccc(-c2cc(=O)c3ccccc3[nH]2)cc1	13µM*	?	?	?	0	?	i	?	21%
Cc1ccc(S(=O)(=O)N(CC(=O)Nc2ccc(F)cc2)C(=O)N2CCN(C)CC2)cc1	-1%	0%	10%	5%	-3	7%	i	10%	3%
Cc1ccc(Cl)cc1N1CCN(S(=O)(=O)c2cc3[nH]c(=O)c(=O)[nH]c3cc2C)CC1	.	.	-1%	.	.	6%	i	.	3%
Cc1ccc(NC(=O)NNC(=O)C2CCN(Cc3ccc(F)cc3Cl)CC2)cc1	3%	-1%	-4%	3%	-19	-28%	i	-5%	.
O=C(CN1C(=O)c2ccccc2C1=O)N1CCN(S(=O)(=O)c2ccccc2)CC1	10%	9%	17%	-3%	17	10%	i	10%	-1%
Cc1ccccc1C(=O)Nc1cccc(C(=O)OCc2cc(=O)n3ccsc3n2)c1	.	.	-3%	.	.	0%	i	.	-11%
COc1ccccc1-c1nnc(SCC(=O)Nc2ccc(Cl)cc2Cl)o1	-3%	-2%	-3%	2%	10	2%	i	-7%	2%
COc1ccccc1NC(=O)COc1ccc2ccccc2c1	?	13%	-4%	0%	-14	17%	i	-1%	20%
CCOC(=O)c1c(C)[nH]c(C)c1C(=O)COC(=O)CCc1ccccc1	-2%	-33%[inhibitor]	19%	-3%[9.24 µM]	9	?	i	6%	-4%
O=C(C[n+]1cc(-c2ccccc2)n2c1CCCCC2)c1ccc(Cl)cc1	-5%	-14%	?	-2%	-76*	21%	i	-3%	11%
COc1ccccc1NC(=O)c1ccc(CN(c2cc(Cl)ccc2C)S(=O)(=O)c2ccccc2)cc1	-4%	-8%	-7%	-2%	-15	-14%	i	-1%	-8%
Cc1ccccc1Cn1cc(NC(=O)c2cc(-c3ccc(Cl)cc3)on2)cn1	.	.	9%	.	.	-1%	i	.	?
NS(=O)(=O)c1ccc(CCNC(=O)CN2C(=O)c3ccccc3S2(=O)=O)cc1	-2%	0%	5%	-2%	24	9%	i	0%	-9%
Nn1c(SC/C=C/c2ccccc2)nnc1-c1ccco1	-4%	-2%	1%	2%	-13	?	i	12%	-6%
CCOC(=O)Cc1csc(NC(=O)CSc2ncnc3c2cnn3-c2ccccc2Cl)n1	?	-1%	-21%	-18%	-8	-15%	i	-3%	-18%
COC(=O)c1cccc(Cn2nnc3ccccc3c2=O)c1	2%	-2%	0%	-4%	11	-9%	i	-12%	-5%
O=C(Nc1nc2n(n1)C(c1ccc(F)cc1)C=C(c1ccc(Cl)cc1)N2)c1ccc([N+](=O)[O-])cc1 (stereo unspecified)	.	.	?	.	.	-21%	i	.	10%
CCOC(=O)c1c(-c2ccccc2)csc1NC(=S)NC	18µM*	?	-23%	-26%	24	-2%	i	-16%	-15%
COc1cccc(C(=O)Nc2cc(S(=O)(=O)N3CCOCC3)ccc2N2CCOCC2)c1	-3%	-19%	11%	1%	0	3%	i	-2%	-4%
COc1ccc(CCNC(=O)CNC(=O)N2CC(=O)Nc3ccccc32)cc1	.	.	0%	5%	-23	4%	?	1%	.
O=C(O)P(=O)(O)O	-2%	-3%	.	.	.	.	i	.	4%
O=S(=O)(c1ccc(NC(=S)NCc2ccco2)cc1)N1CCCCC1	12%	10%	10%	-16%	-17	0%	i	-1%	-18%
O=C(CCNS(=O)(=O)c1ccc(Cl)cc1)NCCc1ccccc1	.	.	4%	-2%	6	-21%	i	4%	.
COc1ccc(OC)c(NC(=O)CSc2nnnn2C)c1	0%	1%	5%	4%	6	5%	i	0%	-17%
COC(=O)c1cc2c(ccc3ccccc32)oc1=O	-2%	-1%	3%	7%	1	0%	i	6%	.
O=C(CCC(=O)N(CC(=O)NC1CCCC1)Cc1ccccc1Cl)Nc1nccs1	-7%	-1%	11%	2%	-29	?	i	-2%	-17%
COc1ccc(CCN2CCCn3c2nc2c3c(=O)[nH]c(=O)n2C)cc1OC	?	?	?	?	54	-3%	i	18µM*	-24%
CCOc1nc(NC(=O)NS(=O)(=O)Oc2cccc(Cl)c2)nc(-c2ccccc2)n1	7%&-41%	2%&-3%	0.0016µM*!	1%	-6	22%&-4%	i	20%	4%&34%
Cc1ccc(O)c(Cc2cc(C)cc(Cc3cc(C)ccc3O)c2O)c1	.	.	?	-18%	-2	-23%	?	?	.
CCC(C(=O)Nc1cc(OC)c(NC(=O)c2ccccc2)cc1OC)c1ccccc1 (stereo unspecified)	1%	1%	-12%	20%	-19	-20%	i	-3%	-3%
COC(=O)c1ccc(CN2CCN(CCC(C)C)C(CCO)C2)cc1 (stereo unspecified)	-8%	-11%	1%	4%	-15	0%	i	7%	-3%
CCN(CC(=O)NC1CCS(=O)(=O)C1)S(=O)(=O)c1ccc(Cl)c(C(F)(F)F)c1 (stereo unspecified)	1%	0%	17%	1%	13	0%	i	3%	0%
S=C(NCc1ccco1)N/N=C/c1cccnc1	-2%	?	1%	9%	29	12%	i	7%	.
CCn1c(C)c(C)c2cc(C(=O)NCCc3ccco3)ccc21	2%	9%	13%	4%	?	0%	i	0%	14%
Fc1ccccc1/C=N/n1c(-c2cccnc2)n[nH]c1=S	?	2%[9.22 µM]	-2%	0%	13	?	i	0%	2%
Cn1c(OCc2cccnc2)nc2c1c(=O)n(Cc1ccc(Br)cc1)c(=O)n2C	16%	-2%	-10%	-1%	-53*	?	i	4%	-31%
CN(CCNC(=O)C1CCN(S(=O)(=O)N2CCOCC2)CC1)CCc1ccccc1	-2%	-5%	-3%	-3%	-3	0%	i	-2%	-2%
CC(=O)c1ccc(NC(=S)N2CCN(c3ccccn3)CC2)cc1	1%	-2%	-9%	-2%	17	-6%	i	-4%	-17%
CN(CC1COc2ccccc2O1)C(=S)Nc1ccccc1 (stereo unspecified)	9%	0%	-20%	8%	-24	-23%	i	4%	17%
CC1CCCN(C(=O)CN(C)S(=O)(=O)c2cccc3nsnc23)C1 (stereo unspecified)	2%	-35%	14%	19%	-17	-1%	i	6%	-6%
O=C(Nc1ccccc1)Nc1ccc(O)c2ccccc12	2%	?	-25%	-10%	41	13%	i	-17%	.
COc1ccc(C(=O)NCc2nnc(SCC(=O)Nc3ccccc3F)o2)cc1	-7%	?	-7%	1%	4	7%	i	1%	4%
CCC(=O)N1CCc2cc(Br)cc(S(=O)(=O)NCCCN(C)Cc3ccccc3)c21	-7%	-3%	-3%	8%	-7	-11%	?	6%	2%

Screening results deposited in PubChem BioAssay by National Center for Advancing Translational Sciences (NCATS).

Outcome played no part in choosing rows; any-hit rate near 11%.
